Screening data (PubChem)
XIAP displacement: XIAP antagonists, biochemical, IAP family, fluorescence polarization (AID 1018). XIAP BIR domain, fluorescence polarization peptide displacement; higher % means a stronger effect. displacement, % at 20 µM, or IC50 in µM where a hit was titrated. hit rate 0.007% among 200,000; in the data active = displacement above about 50%; also: a part of the inactive calls stands beside numbers as strong as those of hits
AID2073: inhibitors of Mint1-CaV2.2 protein interaction, biochemical, HTRF (AID 2073); Voltage-dependent N-type calcium channel subunit alpha-1B (Homo sapiens); HTRF protein-protein interaction, Mint1-CaV2.2; higher % means a stronger effect; inhibition, % at 20 µM, or IC50 in µM where a hit was titrated; hit rate 0.19% among 290,000; in the data active = inhibition mostly above about 51%, no sharp cut-off; inconclusive = no clear call, values can overlap the other calls; inactive = mostly below about 53%; also: some results filed as inactive read as strong as hits
PMI inhibitors: inhibitors of human PMI, primary screen, biochemical, fluorescence intensity, coupled assay (AID 1209) | Mannose-6-phosphate isomerase (Homo sapiens) | purified PMI enzyme, coupled fluorescence intensity; higher % means a stronger effect | inhibition, % at 20 µM, or IC50 in µM where a hit was titrated | hit rate 0.42% among 190,000;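 also: plate controls were DMSO vehicle for no effect and wells lacking substrate for full effect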
P. falciparum M17LAP: P. falciparum M17LAP inhibitors, primary screen, biochemical, fluorogenic H-Leu-NHMec substrate, 1536-well (AID 1619). hit rate 0.38% among 220,000. one-dose inhibition, % at 30 µM; IC50 in µM for titrated hits. recombinant M17LAP, H-Leu-NHMec fluorogenic kinetic assay; higher % means a stronger effect. Leucine aminopeptidase (Plasmodium falciparum (isolate 3D7));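 active = compound inhibiting the enzyme by more than half at any dose during confirmatory dose-response retesting; inconclusive = strong single-dose inhibitors picked by rank but not retested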;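 also: plate controls were full reaction with DMSO carrier for no effect and no enzyme background for full effect; strong numbers were not always called active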
LYP phosphatase: inhibitors of LYP phosphatase, biochemical, fluorescence intensity, uHTS (AID 1779). Tyrosine-protein phosphatase non-receptor type 22 (Homo sapiens). recombinant LYP phosphatase, fluorescence intensity; higher % means a stronger effect. one-dose inhibition, % at 11.5 µM; IC50 in µM for titrated hits. hit rate 0.054% among 290,000;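 also: plate controls were vehicle with enzyme for no effect and no enzyme for full effect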
Dynein transport: inhibitors of GR-EGFP nuclear translocation, primary screen, dynein cargo transport inhibitor project, imaging, high-content, 3617.4 mouse cells; z-score, hits read low; test concentration mostly 20 µM; stimulated with dexamethasone, 1 µM; stronger effect = lower value; AID 1381, 2008; hit rate 0.47% among 220,000;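 active = plate z-score of nuclear minus cytoplasmic receptor signal below a set negative limit, without overly bright fluorescence or cell loss, cut at about -3.5 in these data, passing the limit was not always enough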;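 also: z-score of nuclear minus cytoplasmic ring GR-EGFP intensity difference per well; some compounds called inactive have numbers as strong as hits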
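Also added: dexamethasone, 1.0 µM final. Medium: tet-free, stripped-serum medium. Detection: fixed, Hoechst-stained cells imaged at 10x for EGFP. Read-out: nuclear-to-cytoplasmic GR-EGFP distribution per well. Times: induction 48 h, compound 1 h, agonist 30 min.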
human PMI inhibitors: human PMI inhibitors, high substrate, primary screen, biochemical, fluorescence intensity, high mannose 6-phosphate (AID 1220). recombinant PMI enzyme, coupled fluorescence intensity; higher % means a stronger effect. one-dose inhibition, % at 20 µM; IC50 in µM for titrated hits. hit rate 0.66% among 190,000
M1AAP inhibition: P. falciparum M1AAP inhibitors, biochemical, fluorogenic H-Leu-NHMec substrate, 1536-well (AID 1445). Aminopeptidase N (Plasmodium falciparum (isolate 3D7)). recombinant M1AAP, H-Leu-NHMec fluorogenic kinetic assay; higher % means a stronger effect. inhibition, % at 30 µM, or IC50 in µM where a hit was titrated. hit rate 0.42% among 220,000;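 active = primary inhibition above the hit cutoff, then over 50% inhibition at one or more dose response concentrations, cut at about 23% in these data, passing the limit was not always enough; inconclusive = conflicting primary data, or primary hits not chosen for dose response; inactive = low primary inhibition, or under 50% at every dose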;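 also: plate controls were DMSO full reaction for no effect and no enzyme background for full effect; strong numbers were not always called active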
SIAH1 antagonists: Siah-1 peptide-binding antagonists, primary screen, biochemical, fluorescence polarization, rhodamine-plectin, uHTS (AID 1817) | hit rate 0.02% among 290,000 | displacement, % at 20 µM; hits with a dose series show IC50 in µM | Siah-1 / rhodamine-plectin peptide fluorescence polarization; higher % means a stronger effect;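 active = displacement of at least 50% at 20 µM, with a fluorescence ratio check between 0.3 and a set limit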;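 also: plate controls were Siah plus tracer with DMSO for no effect and tracer alone without Siah for full effect; strong numbers were not always called active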
Dynein transport cytoplasmic EGFP: second read-out of Dynein transport, no call of its own (marks repeat the call); z-score; measured here: cytoplasmic GR-EGFP intensity; stronger effect = higher value
Dynein transport nuclear GR-EGFP: recorded beside Dynein transport, whose call it bears; z-score; measured here: nuclear GR-EGFP intensity;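 lower value marks the stronger effect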
Dynein transport cell count: second read-out of Dynein transport, no call of its own (marks repeat the call); z-score; measured here: cell count per field
Numbers without * were called inactive; i = inactive; ? = inconclusive; . = no result given. Rule as the data show it, unless noted: active = inhibition above about 50%; inactive = the rest.

SMILES	XIAP displacement	AID2073	PMI inhibitors	P. falciparum M17LAP	LYP phosphatase	Dynein transport	Dynein transport cytoplasmic EGFP	Dynein transport nuclear GR-EGFP	Dynein transport cell count	human PMI inhibitors	M1AAP inhibition	SIAH1 antagonists
Cc1cc(C)cc(NC(=O)COC(=O)CCCNC(=O)c2ccc(Cl)cc2)c1	-5.9%	0.5%	13.1%	-1.3%	-0.1%	1.32	-0.00794	0.749	-1.41	0.9%	9.4%	-7.2%
Cc1ccc(C2=NC3(CCCCC3)NC2=S)cc1	-5.9%	-23.5%	8.3%	-5.5%	-0.4%	-0.318	-0.316	-0.485	0.481	-4.5%	-2.1%	0.5%
O=C1N=C(N2CCCC2)S/C1=C\c1cccc(Br)c1	0.4%	-16.9%	8.4%	9.1%	-0.3%	-1.32	-0.0288	-0.553	0.142	2.0%	5.7%	-1.9%
CN1CCc2nc(SCC(=O)Nc3cccc(F)c3)c(C#N)c(-c3cccs3)c2C1	-9.2%	-30.3%	35.0%	40.4%	-3.7%	-0.656	0.0435	-0.559	0.575	32.7%	11.7%	-2.9%
O=C(Nc1ccc(Oc2cccnc2)cc1)c1ccccc1Cl	-22.4%	4.0%	18.4%	2.1%	-3.1%	-0.349	-0.252	-0.0729	0.124	12.5%	0.2%	-2.3%
COc1ccccc1NS(=O)(=O)c1ccc(O)cc1	-7.6%	-2.0%	-6.3%	-6.2%	-10.0%	-0.831	-0.0618	-0.103	0.45	-2.4%	2.9%	-1.5%
Cc1ccc(-c2nn3nnnc3c3ccccc23)cc1	-1.2%	2.1%	-13.7%	-4.5%	-2.3%	0.276	-0.11	0.318	0.241	-3.5%	-0.2%	1.7%
CCCCCCSc1nnc(-c2cnn(-c3ccccc3)c2-n2cccc2)n1C	0.9%	0.3%	16.4%	-2.6%	-1.2%	3.92	0.0473	1.71	0.0505	9.0%	-0.9%	1.5%
COCCCNC(=O)CC(C)c1ccccc1 (stereo unspecified)	-2.0%	2.7%	-3.0%	16.4%	-0.5%	-0.463	-0.342	-0.608	1.05	0.6%	3.8%	-5.0%
CCCn1c(Nc2ccccc2)nc2ccccc21	-9.0%	1.2%	-0.5%	13.3%	-0.6%	-1.66	-0.281	-0.79	1.14	-4.7%	1.0%	0.8%
COC(=O)c1cc(C(=O)Nc2cc(C)ccn2)cc([N+](=O)[O-])c1	-6.3%	9.2%	-6.7%	7.9%	3.4%	-0.235	-0.185	0.321	-0.439	5.4%	-1.4%	-7.3%
CC1CCc2c(sc3nc(CSc4ncn[nH]4)[nH]c(=O)c23)C1 (stereo unspecified)	-6.5%	15.0%	21.6%	31.2%	-0.2%	-0.6	-0.0939	-0.547	0.299	15.9%	1.4%	3.0%
COc1cc(NC(=O)c2ccc(C(C)(C)C)cc2)c(OC)cc1NC(=O)CN1CCCCC1	-4.1%	15.3%	19.3%	-0.6%	2.6%	-0.934	-0.241	-0.187	1.41	15.2%	7.4%	2.5%
CC(=O)c1ccc(OCC(C)C)c(CC(C(N)=O)C(N)=O)c1	-8.1%	-5.9%	-8.5%	1.5%	-1.1%	0.281	0.00252	0.859	0.115	-0.7%	3.7%	-2.4%
COc1ccc(C(=O)NC(=S)NNC(=O)c2cnccn2)cc1	-6.7%	-35.1%	28.9%	8.7%	-2.3%	-0.728	-0.0051	-0.144	0.233	-6.4%	-12.4%	-13.1%
CCc1ccc(NC(=O)c2cc(-c3ccc(OC)cc3)on2)cc1	-7.6%	15.3%	7.4%	-9.4%	-7.6%	0.113	-0.249	0.509	1.08	0.9%	3.2%	-2.5%
Cc1ccc(C)c(N2CCN(Cc3nnnn3C3CCCCC3)CC2)c1	-9.2%	4.1%	6.0%	3.4%	1.5%	-0.505	-0.279	-0.913	1.18	-2.9%	4.2%	-1.3%
CCOC(=O)c1nc2sc3c(c2c(=O)n1C(C)C(=O)OCC)CCCC3 (stereo unspecified)	-2.6%	13.3%	5.5%	-50.8%	-18.6%	-1.06	-0.266	-0.19	0.771	3.3%	12.1%	9.4%
Cc1cc(C)c(S(=O)(=O)Cc2ccc(Cl)cc2)c(=O)[nH]1	-2.1%	-7.7%	-10.1%	2.8%	-5.7%	0.0407	-0.177	0.0696	-0.548	-16.2%	2.2%	-3.0%
CC1=NN(C(=O)CSCc2ccccc2)C(O)(c2ccccc2)C1 (stereo unspecified)	-5.8%	16.7%	-12.3%	6.5%	-2.0%	0.0517	-0.21	0.0674	-0.17	-13.0%	10.4%	-1.6%
O=C(COC(=O)c1n[nH]c2ccccc12)Nc1ccc(S(=O)(=O)N2CCCC2)cc1	-4.5%	7.5%	13.8%	15.8%	-6.0%	-0.367	-0.181	-0.185	0.478	6.8%	6.2%	0.1%
COc1cc(-c2nc3n(n2)C(c2ccc(F)cc2)C2=C(CCCC2=O)N3)cc(OC)c1OC (stereo unspecified)	-3.6%	2.6%	2.2%	-1.6%	-5.2%	0.19	-0.223	0.266	-0.238	11.2%	5.9%	-0.3%
CC(=O)NC(Cc1ccc(F)cc1)C(=O)O (stereo unspecified)	-6.8%	1.8%	1.8%	0.7%	-10.0%	-0.572	-0.197	0.0497	0.849	-2.9%	0.3%	-0.8%
COc1ccc(Cn2nnc3c(=O)[nH]c(C4CCCN(C(=O)c5ccccc5)C4)nc32)cc1 (stereo unspecified)	-0.6%	5.9%	-7.7%	3.8%	-5.0%	-0.833	-0.149	-0.331	-0.339	-5.4%	6.2%	1.1%
N=c1occ(C(=O)c2cc(F)ccc2O)cc1C(=O)NC1CCCCC1	-4.2%	-5.7%	-8.0%	19.5%	-2.9%	-0.86	-0.358	-0.72	0.683	2.5%	8.6%	4.1%
Nc1cc(=O)[nH]c(SCC(=O)Nc2ccc(Br)cc2)n1	-1.2%	-7.2%	5.8%	47.2%	-3.6%	1.22	0.0953	1.59	-2.6	0.4%	8.4%	2.5%
COCCCNC(=S)Nc1ccc(OC(F)F)cc1C	-3.0%	2.1%	0.3%	-7.5%	-3.2%	-0.513	-0.25	-0.0935	0.122	1.5%	1.8%	5.3%
COCCNC(=S)N/N=C/c1ccc([N+](=O)[O-])cc1	.	-2.7%	.	-5.4%	-5.1%	-0.0395	-0.278	-0.281	0.0751	.	7.5%	13.6%
Cc1cccn2c(=O)c3cc(C(=O)NCc4cccnc4)c(=N)n(C(C)C)c3nc12	-6.3%	23.4%	15.5%	i	-40.7%	-0.227	-0.236	-0.435	0.437	16.1%	0.2%	-1.2%
CCOC(=O)NC(=O)CSc1nc2ccccc2[nH]1	2.4%	0.8%	2.3%	6.7%	-4.4%	-0.934	-0.316	0.118	1.03	-5.7%	9.4%	9.8%
COC(=O)c1c(NC(=O)CC2SC(N)=NC2=O)sc2c1CCCC2 (stereo unspecified)	-2.6%	3.0%	4.4%	-9.8%	12.1%	0.183	-0.22	-0.0597	-0.174	3.9%	11.2%	-1.6%
CCCCc1cc(=O)oc2cc(O)ccc12	-5.3%	40.9%	-4.5%	-193.3%	-25.7%	0.267	-0.313	0.127	-0.613	0.5%	31.7%	0.1%
Cn1c(O)c(/C=C2\C=NN=C2c2ccccc2)sc1=S	.	-1.4%	.	1.8%	2.1%	-0.586	0.605	-0.105	0.425	.	13.6%	1.7%
Cc1cc(C)nc(SCC(=O)Nc2ccc(S(=O)(=O)Nc3onc(C)c3C)cc2)n1	-1.9%	-5.0%	-3.0%	-13.9%	-2.9%	-0.518	-0.329	-0.202	0.941	2.9%	4.5%	-3.2%
COc1ccc(NC(=S)NCc2cccn2C)cc1	-8.3%	-14.4%	-33.9%	10.9%	2.0%	-0.513	-0.325	0.152	0.588	-27.2%	5.4%	-2.7%
CC(=O)Nc1ccc(S(=O)(=O)NNC(=O)c2sc(=S)n(C)c2C)cc1	-7.6%	-7.8%	17.1%	10.3%	-7.6%	3.08	-0.29	1.92	-0.0604	12.0%	2.7%	4.6%
O=C(O)CCCn1cc(NC(=O)COc2cc(F)ccc2[N+](=O)[O-])cn1	-6.7%	9.6%	-16.7%	-2.6%	-6.1%	-0.116	-0.243	-0.406	0.709	-1.2%	0.8%	-3.1%
O=C1c2ccccc2C(Nc2ccc(Cl)cn2)N1c1ccccn1 (stereo unspecified)	-2.0%	0.6%	-9.9%	-6.1%	0.2%	0.107	0.0148	0.434	-0.401	-9.1%	12.3%	-0.6%
O=C(Cc1ccc(Cl)cc1)c1c[nH]c(C(=O)NCc2cccnc2)c1	-4.7%	?	-3.0%	-1.9%	-4.4%	6.01	11.4	3.51	-7.24	-5.1%	-12.1%	-5.4%
N#CC1=C(N)C(C#N)(C#N)[C@H](c2ccncc2)[C@H]2CC3(CC=C12)OCCO3	0.8%	-0.4%	3.7%	-20.5%	-0.8%	-0.205	-0.184	-0.0832	-0.0785	37.8%	2.4%	-0.8%

No enrichment for hits (roughly 2.1% active in at least one column).
